GSK3A inh = blocks human GSK-3 alpha kinase; ADP-Glo luminescence, 60 min; hit rate 0.1% among 320,000; P49840; inhibition, % at 10 µM;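 in the data active = inhibition above about 50%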;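 also: GST-tagged GSK-3 alpha with peptide substrate and 25 µM ATP; 0% = DMSO neutral wells and 100% = GW8510 positive control wells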
GSK3beta inhib = blocks human GSK3beta kinase activity. P49841. GST-GSK3beta kinase, ADP-Glo luminescence, 60 min; active compounds read low. activity score (negative = inhibition), % at 10 µM. hit rate 0.038% among 300,000;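 active = more than half of replicate wells score below -50%, meaning over 50% inhibition versus plate controls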;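 also: 0% = median DMSO wells and -100% = median GW8510 positive control wells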
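Test system: GST-tagged human GSK3beta kinase, cell-free; evaluation: activity score scaled between in-plate DMSO and GW8510 controls; measured by: ADP-Glo luminescence; incubation: 60 min reaction, RT; benchmarks: DMSO and 20 µM GW8510; reagent: peptide substrate plus 25 µM ATP (final); medium: Tris/MgCl2 kinase buffer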
Dyrk1A ADPGlo = Dyrk1A (rat) kinase inhibition; Q63470; ADP-Glo luminescence, NFATc1 peptide; inhibition, % at 12.5 µM; hit rate 0.43% among 310,000; AID 504441; in the data active = inhibition above about 50%;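 also: plate controls were vehicle with enzyme for no effect and no enzyme for full effect; many of its hits are not listed in these tables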
HDAC3 inh = inhibitors of human histone deacetylase 3. recombinant HDAC3, fluorogenic peptide/trypsin coupled, fluorescence. hit rate 0.15% among 320,000. O15379. inhibition, % at 8.3 µM. AID 2718; in the data active = inhibition above about 26%, passing the limit was not always enough
KCNK9 block = blocks the human KCNK9 two-pore domain potassium channel. hit rate 1.2% among 310,000. B-score at 10 µM. Q9NPC2. HEK293 KCNK9, FluxOR thallium flux fluorescence; active compounds read low;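 active = ratio B-score over 3 SD below the library mean, with starting fluorescence within 5 SD of its mean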;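 also: negative B-score means less thallium flux so channel inhibition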
Target sequence (Q9NPC2 whole entry, looked up, the tested form may be a part): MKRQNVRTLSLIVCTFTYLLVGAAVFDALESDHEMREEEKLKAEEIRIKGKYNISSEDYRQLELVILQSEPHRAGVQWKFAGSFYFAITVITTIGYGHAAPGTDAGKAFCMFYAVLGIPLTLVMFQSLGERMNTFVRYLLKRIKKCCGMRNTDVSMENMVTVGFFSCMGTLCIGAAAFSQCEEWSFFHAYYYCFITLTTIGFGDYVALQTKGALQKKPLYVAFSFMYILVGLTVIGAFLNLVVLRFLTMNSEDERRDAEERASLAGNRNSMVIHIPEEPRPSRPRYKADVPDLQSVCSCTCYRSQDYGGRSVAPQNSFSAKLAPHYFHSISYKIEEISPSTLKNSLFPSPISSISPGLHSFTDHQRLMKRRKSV
PolyA inhibitor = inhibitors of polyadenylation in S. cerevisiae; AID 1875; calls only at 12 µM; hit rate 0.02% among 300,000; S. cerevisiae SKY197-pL101 polyadenylation reporter, beta-gal luminescence; efflux-impaired pdr1/pdr3 knockout yeast; score 100 = 6 SD above DMSO;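 active = lowest replicate activity score at least 50, where 100 means six control SD above control mean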;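 also: yeast exposed to compound for 9 h at 30 °C; higher score means more reporter readthrough which indicates perturbed polyadenylation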
KCNK3 inh = human KCNK3 channel inhibition, primary screen; O14649; CHO-KCNK3 thallium flux, FluxOR fluorescence; active compounds read low; B-score at 10 µM; hit rate 0.84% among 340,000;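 active = B-score under library mean minus 4 SD, starting fluorescence ratio at most library mean plus 5 SD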;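 also: more negative B-score means stronger inhibition of thallium flux through KCNK3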
Target sequence (O14649 whole entry, looked up): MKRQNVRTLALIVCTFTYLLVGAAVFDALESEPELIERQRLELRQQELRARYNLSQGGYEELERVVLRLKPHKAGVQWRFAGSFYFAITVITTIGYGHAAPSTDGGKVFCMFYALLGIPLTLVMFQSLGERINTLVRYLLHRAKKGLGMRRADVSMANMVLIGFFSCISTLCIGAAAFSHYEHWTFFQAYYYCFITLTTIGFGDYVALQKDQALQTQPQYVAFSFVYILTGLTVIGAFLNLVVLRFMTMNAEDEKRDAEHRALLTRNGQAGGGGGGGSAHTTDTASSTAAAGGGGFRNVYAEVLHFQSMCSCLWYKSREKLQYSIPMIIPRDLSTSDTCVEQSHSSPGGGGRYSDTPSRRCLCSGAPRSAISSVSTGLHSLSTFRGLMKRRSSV
hERG rescue = compounds protecting human hERG from proarrhythmic drug block; Q12809; CHO-hERG, FluxOR thallium flux, dofetilide IC70 present; activation (rescue from dofetilide block), less the hit threshold, % at 10 µM; hit rate 0.51% among 310,000; AID 1511;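 active = activation above the mean of controls blocked by dofetilide plus 5 SD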;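 also: thallium influx through hERG after potassium depolarization seen as dye fluorescence rise; in these data hits start at about 4.7%; inactives centre near -7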
RGS4 pot = RGS4 potentiation or activation. AID 463111. B-score at 10 µM. HEK293 M3R/inducible RGS4, carbachol calcium flux Fluo4; active compounds read low. hit rate 0.92% among 310,000;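 active = B-score of the integrated calcium signal more than 4 SD below the library mean, with starting fluorescence not abnormally high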;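 also: negative B-score means reduced calcium response which marks RGS4 activation or potentiation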
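Assay system: Inducible-RGS4 HEK293 cells carrying M3 receptor | Schedule: Compound preincubation 20 min at room temperature before agonist | Signal: Kinetic calcium fluorescence imaging with Fluo4-AM dye, 2 µM | Read-out basis: B score from integrated fluorescence ratio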
KCNQ1 act = potentiators or activators of human KCNQ1 potassium channel. P51787. CHO-K1 KCNQ1, thallium flux FluxOR fluorescence; active compounds read high. B-score at 10 µM. hit rate 0.35% among 310,000. AID 2648;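 active = fluorescence ratio B-score, a plate-corrected score, at least three library SD, with initial intensity B-score within 5 SD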
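Assay system: CHO-K1 cells stably expressing KCNQ1; Medium: assay buffer with matched DMSO; Also added: K+/Tl+ depolarizing stimulus; Dosing: single dose; Timing: dye 90 min, compound 20 min, room temperature; Measured by: kinetic FluxOR thallium fluorescence, 10-s 1-Hz baseline, 110-s post-stimulus read; Read-out: peak-minus-minimum fluorescence over initial fluorescence, negative-control normalized, B-scored.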
KCNQ1 inh = inhibitors of human KCNQ1 potassium channel; CHO-K1 KCNQ1, FluxOR thallium flux fluorescence; active compounds read high; B-score at 10 µM; hit rate 1.3% among 310,000; P51787;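 active = compounds whose thallium flux B-score, printed positive for inhibition, exceeds three library SD while starting fluorescence stays within three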;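 also: channel opened by potassium depolarization with thallium stimulus after 20 min compound exposure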
* hit, by the source's call; i = inactive; · = not tested or not shown. Some of the compounds tested; the hit share may differ from the screen's.

SMILES	GSK3A inh	GSK3beta inhib	Dyrk1A ADPGlo	HDAC3 inh	KCNK9 block	PolyA inhibitor	KCNK3 inh	hERG rescue	RGS4 pot	KCNQ1 act	KCNQ1 inh
Cc1ccc(S(=O)(=O)N(C)CC(=O)N(CC(C)C)C2CCS(=O)(=O)C2)cc1 (configuration not stated)	2	-3	-6	3	i	i	i	-7	i	i	i
CC(C)(C)n1nc2c(c1NC(=O)c1ccc(C(F)(F)F)cc1)CS(=O)(=O)C2	2	4	-1	-4	i	i	i	-11	i	i	i
CCc1cc(C(=O)OC)c(NC(=O)CSc2nccn2C)s1	0	5	1	-4	i	i	i	-14	i	i	i
CCC(=O)Nc1ccc(C(=O)OCc2ccccc2Cl)cc1	2	4	-2	7	i	i	i	-9	i	i	i
O=C1c2cccc3cccc(c23)C(=O)N1CCCn1ccnc1	5	2	·	4	i	i	i	-12	i	i	i
Cc1ccc(CSc2nc3nc(C)cc(C)n3n2)cc1	-2	2	-5	-9	i	i	i	-12	i	i	i
CCOC(=O)C1CCCN(c2ncnc3c2oc2ccccc23)C1 (configuration not stated)	1	1	5	-6	i	·	i	-33	i	i	i
c1nc(N2CCCCCC2)c2[nH]cnc2n1	28	-2	11	-1	i	i	i	-7	i	i	i
CC1CCN(C(=O)Cn2c(=O)n(CCc3ccccc3)c(=O)c3ccccc32)CC1	-1	-2	-2	-6	i	i	i	-6	i	i	i
COC(=O)CCCC1=CC2=CC(=O)C(C)(O)C(=O)C2=CO1 (configuration not stated)	-2	0	·	-2	i	i	·	-9	i	i	i
Cc1csc(NC(=O)c2ccc(C(=O)Nc3nc(C)cs3)cc2)n1	0	-4	·	-2	i	i	·	-6	i	i	i
CC(c1ccccc1)N1CCn2c(nc3cc(NS(C)(=O)=O)ccc32)C1 (configuration not stated)	0	-3	9	-1	i	i	i	1	i	i	i

Complete entries, quoted from the list:
`CC1CCN(C(=O)Cn2c(=O)n(CCc3ccccc3)c(=O)c3ccccc32)CC1` as listed: GSK3A inh: -1; GSK3beta inhib: -2; Dyrk1A ADPGlo: -2; HDAC3 inh: -6; KCNK9 block: i; PolyA inhibitor: i; KCNK3 inh: i; hERG rescue: -6; RGS4 pot: i; KCNQ1 act: i; KCNQ1 inh: i
`Cc1ccc(CSc2nc3nc(C)cc(C)n3n2)cc1` as listed: GSK3A inh: -2; GSK3beta inhib: 2; Dyrk1A ADPGlo: -5; HDAC3 inh: -9; KCNK9 block: i; PolyA inhibitor: i; KCNK3 inh: i; hERG rescue: -12; RGS4 pot: i; KCNQ1 act: i; KCNQ1 inh: i

Next section.
SMILES	GSK3A inh	GSK3beta inhib	Dyrk1A ADPGlo	HDAC3 inh	KCNK9 block	PolyA inhibitor	KCNK3 inh	hERG rescue	RGS4 pot	KCNQ1 act	KCNQ1 inh
COc1ccc(N2CCN(C(=O)c3cccc(Cn4cc(Cl)cn4)c3)CC2)cc1	-3	2	-10	0	i	i	i	-4	i	i	i
COc1ccc(/C=C2\CCC/C(=C\c3ccc(OC)c(OC)c3OC)C2=O)c(OC)c1OC	·	2	-1	·	i	i	i	-3	i	i	i
COc1ccccc1CNS(=O)(=O)c1ccc(NC(C)=O)cc1	-3	0	-7	-4	i	i	i	-4	i	i	i
COC(=O)c1nnn(CC(=O)Nc2cc(Cl)ccc2C)c1C(=O)OC	1	1	-6	-3	i	i	i	-5	i	i	i
Cn1cc(CNC(=O)c2ccc3nc(Cc4ccccc4F)oc3c2)cn1	3	2	-5	-1	i	i	i	-5	i	i	i
Cc1nn(-c2ccccc2)c(Cl)c1/C=N/NC(=O)c1ccc(NS(=O)(=O)c2cccs2)cc1	1	-1	·	15	i	i	·	-11	i	i	i
O=C(CN1CCN(c2ccc([N+](=O)[O-])cc2Cl)CC1)N1CCOCC1	-1	1	6	2	i	i	i	3	i	i	i
O=C1CSC(c2ccc(Cl)cc2Cl)N1c1ccccn1 (configuration not stated)	1	3	7	11	i	i	i	-6	i	i	i
CN1CCN(c2nc3c(c(=O)n(C)c(=O)n3C)n2Cc2cccc3ccccc23)CC1	1	-2	2	3	i	i	i	-11	i	i	i
COc1ccc(/C=N/NC(=O)c2ccncc2)cc1CN1CCOCC1	-1	1	0	-1	i	i	i	0	i	i	i
COC(=O)[C@@H](Cc1c[nH]c2ccccc12)NC(=O)c1ccc2c(c1)OCO2	1	-2	3	0	i	i	i	-4	i	i	i
Cc1cccc(NC(=O)CN2C(=S)NC(C)(C)CC2C)c1 (configuration not stated)	-2	-2	-6	1	i	i	i	-2	i	i	i

Some of these compounds in order of formula weight, descending.
SMILES	GSK3A inh	GSK3beta inhib	Dyrk1A ADPGlo	HDAC3 inh	KCNK9 block	PolyA inhibitor	KCNK3 inh	hERG rescue	RGS4 pot	KCNQ1 act	KCNQ1 inh
Cc1nn(-c2ccccc2)c(Cl)c1/C=N/NC(=O)c1ccc(NS(=O)(=O)c2cccs2)cc1	1	-1	·	15	i	i	·	-11	i	i	i
CC(c1ccccc1)N1CCn2c(nc3cc(NS(C)(=O)=O)ccc32)C1 (configuration not stated)	0	-3	9	-1	i	i	i	1	i	i	i
Cn1cc(CNC(=O)c2ccc3nc(Cc4ccccc4F)oc3c2)cn1	3	2	-5	-1	i	i	i	-5	i	i	i

Other records follow:
SMILES	GSK3A inh	GSK3beta inhib	Dyrk1A ADPGlo	HDAC3 inh	KCNK9 block	PolyA inhibitor	KCNK3 inh	hERG rescue	RGS4 pot	KCNQ1 act	KCNQ1 inh
CC(C)c1ccccc1N=C1SCCCN1C(=O)c1cccc(N2C(=O)CCC2=O)c1	-4	0	9	16	i	i	i	-6	i	i	i
Cc1ccnc(NC(=O)Cc2ccc(-c3ccccc3)cc2)c1	0	8	-3	4	i	i	i	-5	i	i	i
Cc1cc(NCCN2CCOCC2)n2ncc(-c3ccccc3)c2n1	1	1	40	5	i	i	i	-6	i	i	i
O=C(c1ccc(Cl)c(Cl)c1)c1cc(-c2ccccn2)c(N2CCOCC2)s1	-1	-2	2	2	i	i	i	-16	i	i	i
Cc1cc(C)n(CC(O)Cn2c3ccc(Br)cc3c3cc(Br)ccc32)c(=O)n1 (configuration not stated)	-2	1	-36	-7	i	i	i	-2	i	i	i
COc1ccccc1-c1nnc(SCC(=O)NC2CCS(=O)(=O)C2)n1CCc1ccccc1 (configuration not stated)	-2	-3	-2	-4	i	i	i	-21	i	i	i
Cc1ccccc1CSc1nnc(-c2cnccn2)n1C	1	-12	·	-1	i	i	i	-4	i	i	i
CCn1nnnc1NCc1ccc(N2CCCC2)cc1	-2	3	2	0	i	i	i	-15	i	i	i
COc1cccc(NC(=S)NNC(=O)Cn2nc(C(F)F)cc2C(F)F)c1	-4	-2	5	5	i	i	i	-6	i	i	i
C=CCc1cccc(Cl)c1OCCON1C(=O)CCC1=O	-1	-1	1	-4	i	i	i	-13	i	i	i
CCOC(=O)c1ccccc1NC(=O)CCNC(=O)Cn1cnc2ccccc2c1=O	-23	-1	6	0	i	i	i	-5	i	i	i
O=C(CS(=O)Cc1ccccc1Cl)Nc1ccccc1Cl (configuration not stated)	-1	4	0	-4	i	i	i	-8	i	i	i
CCC(C)NC(=O)C(Sc1ccccc1)c1ccccc1 (configuration not stated)	-1	-1	-2	2	i	i	i	-6	i	i	i
O=C(O)c1ccc(Cl)c(S(=O)(=O)NCc2cccnc2)c1	-1	-4	·	8	i	i	i	-7	i	i	i
N#Cc1nc(-c2ccco2)oc1NCc1ccccc1Cl	12	-15	·	-20	i	i	i	-15	i	i	i
CC(C)(C)C1=C[C@@H](CO)C[C@@H](CO)C1	6	3	1	2	i	i	i	-8	i	i	i
O=C(CC1C(=O)CCCC1=O)c1ccccc1	6	2	1	2	i	i	i	1	i	i	i
Cc1ccc(C)c(NC(=O)CN(C)C(=O)c2cccc(N3C(=O)CCC3=O)c2)c1	-1	-1	3	-5	i	i	i	-5	i	i	i
Cc1ccccc1CC(=O)Nc1ccc2c(c1)CCC2	0	1	-2	-7	i	i	i	-4	i	i	i
Cc1cccc(S(=O)(=O)Nc2nc3ccccc3nc2OC(C)C)c1	-3	-1	-3	3	i	i	i	-9	i	i	i
CCOC(=O)c1ccc(N2C(=O)CC(SCC(=O)Nc3ccc(S(N)(=O)=O)cc3)C2=O)cc1 (configuration not stated)	-1	0	·	4	i	i	i	-5	i	i	i
Cc1ccc(S(=O)(=O)NC(C)(C)CSc2nncn2N)cc1	1	2	·	0	i	i	i	-7	i	i	i
Cc1cc(OCC(=O)NCCCn2ccnc2)c2c(C)c(C)c(=O)oc2c1	12	-4	-3	-28	i	i	i	-3	i	i	i
CC(C)C(NC(=O)C12CC3CC(CC(C3)C1)C2)C(=O)N/N=C/C1=C(N2CCOCC2)C(=C\c2cccc([N+](=O)[O-])c2)/CC1 (configuration not stated)	3	-3	4	-9	i	i	i	-8	i	i	i
CC(=O)c1cccc(NCC(=O)c2ccc(C)c([N+](=O)[O-])c2)c1	-1	2	-4	9	i	i	i	-4	i	i	i
COc1cccc(C(=O)CSc2nc3ccccc3n2CC(=O)N2CCOCC2)c1	-2	2	1	-3	i	i	i	-17	i	i	i
O=S1(=O)CCC(NS(=O)(=O)c2ccc3ccccc3c2)C1 (configuration not stated)	0	1	-9	-1	i	i	i	-4	i	i	i
O=C(Cc1ccc(S(=O)(=O)N2CCOCC2)s1)NCC(=O)Nc1ccccc1Br	-1	·	1	1	i	i	i	-7	i	i	i
